# Compound activity: PubChem, several laboratories
# RSV CPE inhibition: RSV antiviral activity via CPE protection, HEp-2 cells, primary 10 µM value included (AID 2391). HEp-2 cells, RSV-induced CPE inhibition; higher % means a stronger effect. one-dose CPE inhibition, % at 10 µM; IC50 in µM for titrated hits. 0.13% of 310,000 active; in the data active = a potency from the dose series; also: strong numbers were not always called active
# UTI89 phage lysis: inhibition of K1F phage lysis, E. coli UTI89, bacterial capsule biogenesis inhibitors, alamar blue (AID 488966); E. coli UTI89 K1F phage lysis, alamar blue, 2 h; higher % means a stronger effect; one-dose inhibition, % at 100 µM; IC50 in µM for titrated hits; 0.02% of 340,000 active;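 active = phage lysis inhibition, versus mean bacterial control, above a set limit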;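 also: capsule biogenesis inhibitors block K1F phage lysis so surviving cells raise fluorescence; higher fluorescence means more inhibition of phage lysis; actives were called in the ten point dose series up to 300 µM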
# T cell modulator: modulators of CD8 T cell-vesicle binding, primary screen, mouse 2C CD8+ T cells, flow cytometry; calls only at 7 µM; 2C CD8+ T cell-vesicle binding; stronger effect = lower value; 0.068% of 330,000 active;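 active = response, share of CD8 T cells binding vesicles, and their 90th percentile fluorescence all below set limits, cut at about 80% in these data, passing the limit was not always enough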
#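 System: murine 2C transgenic CD8+ T lymphocytes; also added: QL9-loaded Drosophila micro-vesicles; times: binding 1.5 h at 37 °C; measured by: flow cytometry, PE anti-B7-1 (FL2) versus Alexa647 anti-CD8 (FL8), PFA-fixed; control set: Peptide-free naked vesicles (low) and QL9 vesicles with 0.7% DMSO vehicle (high)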
# T cell modulator vesicle-bound %: recorded beside T cell modulator, whose call it bears; double positive events, %; measured here: CD8+ vesicle-bound cell fraction;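 binding gate set so that unloaded-vesicle control wells show 10% double positive cells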
# * marks the source's active call; other numbers are inactive results; i = inactive; [ ] = dose if it differs, or a comment.
SMILES,RSV CPE inhibition,UTI89 phage lysis,T cell modulator,T cell modulator vesicle-bound %
Cc1cccc(C)c1NC(=O)CN(C)C(=O)CSCc1c(C)noc1C,-1.0%,0.2%[50 µM],i,46
CCCCN1C(=O)C(=O)N(CC(=O)Nc2ccc(C(N)=O)cc2)C1=O,3.2%,0.1%[50 µM],i,46
Nc1nc(N)nc(-c2cc([N+](=O)[O-])ccc2O)n1,-0.9%,-0.3%,i,27
COCCn1c(C)cc(C(=O)COC(=O)c2[nH]c(C)c(C(C)=O)c2C)c1C,0.1%,0.5%[50 µM],i,33
CN(C(=O)COC(=O)CSc1ccc(C(N)=O)cc1[N+](=O)[O-])C1CCCCC1,-0.8%,1.7%[50 µM],i,39
CC(=O)N1CCN(C(=O)c2ccc(Cl)c(S(=O)(=O)N3CCCCCC3)c2)CC1,1.2%,0.9%[50 µM],i,37
CCOc1ccc(CCNC(=O)COC(=O)c2nc(Cl)ccc2Cl)cc1OCC,-1.8%,0.2%[50 µM],i,38
COc1ccc(NC(=O)Cc2csc(NC(=O)Nc3ccccc3OC)n2)c(OC)c1,8.0%,-0.8%[50 µM],i,48
CCN(C(=O)c1ccc(=O)[nH]c1)c1c(N)n(Cc2ccccc2)c(=O)[nH]c1=O,0.5%,0.7%[50 µM],i,32
COc1ccccc1C(CNC(=O)c1oc2ccccc2c1C)N1CCCC1 (stereo not given),-0.1%,0.7%[50 µM],i,35
Cc1ccc(S(=O)(=O)NCCC(=O)N2CCC(C)CC2)cc1,0.1%,1.0%[50 µM],i,45
CCCCn1c(N)c(N(CC(C)C)C(=O)CC2CCCC2)c(=O)[nH]c1=O,-2.5%,-0.8%[50 µM],i,55
COc1cc2cnc(-c3ccccc3)c(C(=O)c3ccc(F)cc3)c2cc1OC,5.6%,3.0%,i,34
Cc1cc(C)cc(Oc2ccc(S(=O)(=O)N3CCN(C)CC3)cn2)c1,-1.9%,-0.6%,i,55
CCCCNC(=O)[C@@](CC)(ONc1ccccc1C(F)(F)F)c1cccc2ccccc12,4.3%,0.9%,i,21
COc1ccc(CCNS(=O)(=O)c2cc3c4c(c2)CCN4C(=O)CC3)cc1,-0.8%,1.7%[50 µM],i,10
Cc1ccc(NC(=O)C2CCN(c3ncnc4sc(C)c(C)c34)CC2)cc1S(=O)(=O)N(C)C,2.5%,0.1%[50 µM],i,43
CCN1C(=O)c2cccc3c(S(=O)(=O)NCc4ccccc4)ccc1c23,0.3%,2.5%[50 µM],i,44
CC(OC(=O)C12CCC(=O)N1c1ccccc1S2)C(=O)Nc1cccc(Cl)c1 (stereo not given),2.1%,0.2%[50 µM],i,34
COc1cccc(CNC(=O)C(=O)NCCC2CCCCN2S(=O)(=O)c2ccccc2)c1 (stereo not given),-1.3%,-0.4%[50 µM],i,52

# Gathered by group, the compounds so far containing fluorine
SMILES,RSV CPE inhibition,UTI89 phage lysis,T cell modulator,T cell modulator vesicle-bound %
COc1cc2cnc(-c3ccccc3)c(C(=O)c3ccc(F)cc3)c2cc1OC,5.6%,3.0%,i,34
CCCCNC(=O)[C@@](CC)(ONc1ccccc1C(F)(F)F)c1cccc2ccccc12,4.3%,0.9%,i,21

# (next part)
SMILES,RSV CPE inhibition,UTI89 phage lysis,T cell modulator,T cell modulator vesicle-bound %
Cc1ccc(S(=O)(=O)CCC(=O)OC(C)C(=O)N2CCc3ccccc32)cc1 (stereo not given),5.9%,0.5%[50 µM],i,53
O=C(NCCN1CCOCC1)c1ccc(NS(=O)(=O)c2cccc([N+](=O)[O-])c2)cc1,1.7%,0.8%[50 µM],i,4
COc1ccc(OCC(=O)NC(=O)c2ccccc2OC)c([N+](=O)[O-])c1,-2.4%,1.7%[50 µM],i,42
COCCCNC(=O)Cn1ccc(N)nc1=O,1.2%,0.3%,i,39
COc1ccc(N2CCN(C(=O)COC(=O)CCS(=O)(=O)c3ccc(C)cc3)CC2)cc1,-0.9%,2.0%[50 µM],i,45
COC(=O)c1c(C)[nH]c(C(=O)OCC(=O)N(CC(C)C)c2c(N)n(Cc3ccccc3)c(=O)[nH]c2=O)c1C,-1.8%,0.6%[50 µM],i,27
CSCCC(NC(=O)c1ccco1)C(=O)Nc1cc(C)ccn1 (stereo not given),-1.9%,-1.1%,i,11
CCCCc1nc(SCC(=O)N2CCCCC2)c2c(=O)n(C)c(=O)n(C)c2n1,-1.7%,0.1%[50 µM],i,35
CN(C)C1(CNC(=O)c2cccc(S(=O)(=O)Nc3ccc(Br)cc3)c2)CCCCC1,-2.5%,-1.3%,i,56
COc1ccc(CCNc2ccc(S(=O)(=O)N3CCN(C)CC3)cc2[N+](=O)[O-])cc1,0.8%,0.6%[50 µM],i,13
Cc1c(C(=O)N(C)CC(=O)Nc2cccc(F)c2)oc2c(Cl)cccc12,5.1%,0.7%[50 µM],i,29
Cc1cccc(OCC(=O)OC(C)C(=O)Nc2ccc(Cl)cn2)c1 (stereo not given),-0.4%,0.1%[50 µM],i,24
Cc1nc(-c2cccc(NC(=O)c3ccc(-n4cccn4)cc3)c2)cs1,6.9%,0.6%[50 µM],i,26
CC(=O)N/C(=C\c1ccccc1)C(=O)OCC(=O)N(CC(C)C)c1c(N)n(Cc2ccccc2)c(=O)[nH]c1=O,-0.9%,0.7%[50 µM],i,35
CN(C)c1ccc(/C=N/NC(=O)c2nnn(-c3nonc3N)c2CN2CCCCCC2)cc1,-0.4%,0.3%,i,30
CCN(CC(=O)Nc1cccc(S(=O)(=O)N2CCCCC2)c1)Cc1ccccc1,2.6%,0.6%[50 µM],i,42
COc1ccc(NS(=O)(=O)c2ccc(C)c(C(=O)N(C)CCc3ccc(OC)c(OC)c3)c2)cc1,6.8%,-0.6%,i,53
Cn1c(Cc2cccs2)nnc1SCC(=O)Nc1ccccc1F,-1.3%,1.3%[50 µM],i,28
COc1cc(C(=O)NCC2CCCN2S(=O)(=O)c2cccs2)cc(OC)c1OC (stereo not given),2.0%,0.7%[50 µM],i,16
CCN(C(=O)C1CSC2(C)CCC(=O)N12)c1nc2c(C)cccc2s1 (stereo not given),-1.2%,-2.2%,i,50

# For convenience, 6 of the compounds above:
SMILES,RSV CPE inhibition,UTI89 phage lysis,T cell modulator,T cell modulator vesicle-bound %
COc1ccc(CCNc2ccc(S(=O)(=O)N3CCN(C)CC3)cc2[N+](=O)[O-])cc1,0.8%,0.6%[50 µM],i,13
Cc1c(C(=O)N(C)CC(=O)Nc2cccc(F)c2)oc2c(Cl)cccc12,5.1%,0.7%[50 µM],i,29
Cc1cccc(OCC(=O)OC(C)C(=O)Nc2ccc(Cl)cn2)c1 (stereo not given),-0.4%,0.1%[50 µM],i,24
Cc1nc(-c2cccc(NC(=O)c3ccc(-n4cccn4)cc3)c2)cs1,6.9%,0.6%[50 µM],i,26
CC(=O)N/C(=C\c1ccccc1)C(=O)OCC(=O)N(CC(C)C)c1c(N)n(Cc2ccccc2)c(=O)[nH]c1=O,-0.9%,0.7%[50 µM],i,35
CN(C)c1ccc(/C=N/NC(=O)c2nnn(-c3nonc3N)c2CN2CCCCCC2)cc1,-0.4%,0.3%,i,30

# Remaining list, next part
SMILES,RSV CPE inhibition,UTI89 phage lysis,T cell modulator,T cell modulator vesicle-bound %
Cc1ccc(S(=O)(=O)NCCC(=O)N2CCN(S(=O)(=O)c3cccc(F)c3)CC2)cc1C,-1.7%,1.0%[50 µM],i,46
O=C(CN1CCN(S(=O)(=O)c2ccc(F)cc2)CC1)NCC1(N2CCOCC2)CCCCC1,1.5%,0.4%[50 µM],i,3
Cc1cc(C)cc(NC(=O)CSc2nnc(CNC(=O)c3ccco3)n2C)c1,0.5%,0.6%[50 µM],i,40
CCc1ccc(N2CC(C(=O)OCC(=O)NNC(=O)c3ccccc3)CC2=O)cc1 (stereo not given),1.5%,1.6%[50 µM],i,37
Cc1cccc(NC(=O)COc2coc(CN3CCN(Cc4ccccc4)CC3)cc2=O)c1,17%,-0.3%,i,24
CCN(C(=O)COC(=O)c1cccnc1SC)c1c(N)n(Cc2ccccc2)c(=O)[nH]c1=O,0.2%,0.4%[50 µM],i,30
CCc1ccccc1OCC(=O)Nc1cc(S(=O)(=O)N(CC)CC)ccc1N1CCOCC1,-0.8%,0.1%[50 µM],i,20
COc1ccc(NC(=O)c2ccc(NC(=O)CSc3nc(N)cc(=O)[nH]3)cc2)cc1,1.1%,0.5%[50 µM],i,23
CC1CCC(NC(=O)c2ccc(COc3ccccc3)o2)CC1 (stereo not given),-0.5%,0.1%[50 µM],i,42
O=C(OCC(=O)N(Cc1ccccc1)Cc1ccccc1)c1ccccc1NCCO,0.1%,-0.4%[50 µM],i,34
O=C(Cc1ccsc1)NNC(=O)c1ccc(F)cc1,-0.5%,0.4%[50 µM],i,44
CCCCN(C(=O)CSCC(=O)Nc1ccc(OC)cc1)c1c(N)n(CCC)c(=O)[nH]c1=O,0.7%,0.5%[50 µM],i,27
Cc1cc(C)c(C)c(S(=O)(=O)N2CCC(C(=O)NCc3ccco3)CC2)c1C,1.4%,-0.4%[50 µM],i,49
Cc1[nH]c2ccccc2c1C(=O)C(C)OC(=O)C1CCC1 (stereo not given),0.6%,0.5%[50 µM],i,31
O=C(CN1C(=O)C2CC=CCC2C1=O)Nc1ccc(F)cc1F (stereo not given),0.8%,0.9%[50 µM],i,8
O=C(OCC(=O)N1CCCc2ccccc21)c1cccc(C(F)(F)F)c1,-1.5%,0.2%[50 µM],i,28
C=CCN(c1ccccc1OC)S(=O)(=O)c1cccc(C(=O)Nc2nnc(C3CC3)s2)c1,3.0%,1.0%[50 µM],i,25
Cc1c(C(=O)N2CCN(C(=O)c3ccco3)CC2)oc2c(Cl)cccc12,-0.6%,0.9%[50 µM],i,31
Cc1ccc(CNC(=O)CSc2nc(=O)n3ccccc3n2)cc1,2.1%,0.9%[50 µM],i,47
O=C(COC(=O)c1ccc(S(=O)(=O)N2CCOCC2)cc1)Nc1ccccc1F,0.6%,0.3%[50 µM],i,46
COc1cccc(NC(=O)CN(C)C(=O)c2cc(-c3cccc(Br)c3)nc3ccccc23)c1,6.4%,-0.1%[50 µM],i,31
CC(C)(C)OC(=O)NCCCCCNC(=O)c1[nH]cnc1C(=O)NC1CCN(C(=O)OC(C)(C)C)CC1,1.2%,-0.5%,i,51
Cc1noc(C)c1COc1ccccc1C(=O)N1CCN(c2cccc(C(F)(F)F)c2)CC1,0.1%,-0.4%[50 µM],i,28
CCOC(=O)N1CCN(C(=O)CSc2nnc3[nH]c(=O)c(C)c(C)n23)CC1,0.1%,1.1%[50 µM],i,31
Cc1nnc(NC(=O)c2ccc3c(c2)NC(=O)CS3)s1,0.5%,1.8%[50 µM],i,21
O=C(Cn1cnc([N+](=O)[O-])c1)c1ccc(F)cc1,1.1%,0.0%,i,30
O=C(COC(=O)C1CCC1)Nc1cccc(Cl)c1,-0.3%,1.1%[50 µM],i,36
COc1ccc(-c2nc(CC(=O)Nc3cccc(S(=O)(=O)NC4=NCCC4)c3)cs2)cc1,0.5%,0.5%[50 µM],i,13
O=C(COC(=O)C1CCN(c2ccc(C(F)(F)F)cn2)CC1)c1ccccc1Cl,-0.8%,0.8%[50 µM],i,37
O=C(CCNC(=O)c1ccc([N+](=O)[O-])cc1)Nc1ccc(S(=O)(=O)N2CCOCC2)cc1,-1.6%,1.6%[50 µM],i,33
Cc1cc(=O)oc2cc(OCC(=O)N3CC(=O)Nc4ccccc43)c(Cl)cc12,1.5%,0.9%[50 µM],i,42
Cc1cc(F)ccc1NC(=O)C1CCN(C(=O)Nc2ccccc2)CC1,2.4%,2.0%[50 µM],i,52
COc1ccc(CN(C)CC(=O)Nc2cccc(S(=O)(=O)N(C)c3ccccc3)c2)c(OC)c1,2.8%,0.9%[50 µM],i,34
CC12CCC(=O)N1C(C(=O)NCCN1C(=O)S/C(=C\c3ccccc3Cl)C1=O)CS2 (stereo not given),2.9%,0.1%[50 µM],i,48
CN(CC(=O)Nc1ccccc1Cl)C(=O)Cn1nnc(-c2ccc(F)cc2)n1,0.5%,0.4%,i,51
CC1Cc2ccccc2N1C(=O)COC(=O)c1n[nH]c(=O)c2ccccc12 (stereo not given),-0.1%,0.0%[50 µM],i,8
CCCn1c(NC(=O)CCNC(=O)c2ccccc2Cl)nc2ccccc21,-0.4%,0.4%[50 µM],i,33
CSc1nc(O)c(C(c2ccccc2Cl)c2c(O)nc(SC)[nH]c2=O)c(=O)[nH]1,2.4%,-2.0%,i,56
CN(CC(=O)Nc1ccc(F)cc1)CC(=O)NC1CCCCC1,1.3%,0.3%[50 µM],i,44
O=C(NNC(=O)c1cncc(Br)c1)c1ccncc1,0.4%,-0.2%[50 µM],i,7

# Full records from above. Values in the order: RSV CPE inhibition	UTI89 phage lysis	T cell modulator	T cell modulator vesicle-bound %
# `Cc1cc(F)ccc1NC(=O)C1CCN(C(=O)Nc2ccccc2)CC1` is listed as 2.4%	2.0%[50 µM]	i	52
# `CCCn1c(NC(=O)CCNC(=O)c2ccccc2Cl)nc2ccccc21` is listed as -0.4%	0.4%[50 µM]	i	33
# `Cc1nnc(NC(=O)c2ccc3c(c2)NC(=O)CS3)s1` is listed as 0.5%	1.8%[50 µM]	i	21

# Not all compounds are listed, so the mix of outcomes need not match the whole.
